Source: PubChem BioAssay
AGP1-GFP MLPCN = modulators of AGP1-GFP expression in yeast TOR pathway, primary screen, cell-based, multiplex flow cytometry, S. cerevisiae, MLPCN library; 320,000 tested, 0.02% active; GFP response vs DMSO, % at 10 µM; 3 h; GFP as percent of DMSO wells;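 active = GFP response relative to DMSO above a set limit, near screen average plus 3 SD, cut at about 150% in these data; inconclusive = fewer than 70 cells counted for the yeast strain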;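 also: median GFP channel fluorescence of the gated AGP1 strain per well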
RPL19A TOR yeast = RPL19A-GFP expression modulators in yeast, primary screen, cell-based, S. cerevisiae, multiplex flow cytometry, MLPCN; S. cerevisiae RPL19A-GFP strain, 3 h; active compounds read low; percent response vs DMSO, % at 10 µM; 330,000 tested, 0.3% active;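 active = percent response vs DMSO below 50%; inconclusive = fewer than 70 events counted for the yeast strain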;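 also: median channel GFP fluorescence of the barcoded RPL19A-GFP strain; ratio of sample median GFP to plate DMSO average so 100% = DMSO; lower means less RPL19A-GFP as with rapamycin TOR inhibition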
CIT2-GFP yeast = modulators of CIT2-GFP expression in yeast, primary screen, S. cerevisiae, GFP fusion, multiplex flow cytometry, MLPCN library. 320,000 tested, 0.065% active. GFP response vs DMSO, % at 10 µM. AID 2029, 2009. S. cerevisiae CIT2-GFP strain, 3 h; 100 means same as DMSO wells;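 active = GFP response relative to DMSO above a set limit, near the screen mean plus 3 SD, cut at about 150% in these data; inconclusive = Fewer than 70 cells measured for a yeast strain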;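 also: ratio of well median GFP fluorescence to mean of DMSO wells on the plate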
proCasp3 act = activators of human procaspase-3 D3A mutant, primary screen, biochemical, absorbance, PC-3 D3A mutant, single concentration; Caspase-3 (Homo sapiens), P42574; recombinant procaspase-3 D3A, Ac-DEVD-pNA absorbance 405 nm; activation, % at 8.5 µM; 330,000 tested, 0.11% active; AID 463141, 2010;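 active = activation above the mean of all tested compounds plus 3 SD, cut at about 21% in these data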;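 also: 0% = DMSO alone and 100% = DMSO wells spiked with extra 5 µM PC-3 D3A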
Target sequence (P42574 whole entry D9A/D28A/D175A): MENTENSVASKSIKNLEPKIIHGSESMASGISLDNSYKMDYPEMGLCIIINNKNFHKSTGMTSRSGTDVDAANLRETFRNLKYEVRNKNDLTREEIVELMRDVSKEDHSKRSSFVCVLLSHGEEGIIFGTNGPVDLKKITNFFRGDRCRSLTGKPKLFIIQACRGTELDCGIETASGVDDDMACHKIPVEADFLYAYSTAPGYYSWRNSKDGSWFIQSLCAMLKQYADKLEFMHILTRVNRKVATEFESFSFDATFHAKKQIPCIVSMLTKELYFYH
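Test system: Procaspase-3 D3A mutant; medium: Zinc-free HEPES/NaCl buffer with 0.01% Triton X-100 at pH 7.4; reagent: DEVD-pNA substrate; doses: one concentration, 8.5 µM nominal, 0.8% DMSO; times: 1 h preincubation plus 2 h reaction at 25 °C; signal: Epi-absorbance at 405 nm of released p-nitroaniline, 0 and 120 min; replicates: singlicate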
AHR act = AHR activators, primary screen, cell-based, luminescence, luciferase reporter, human. Aryl hydrocarbon receptor (Homo sapiens), P35869. AHR-responsive luciferase reporter cells. activation, % at 5 µM. 320,000 tested, 2.5% active. AID 2796, 2010; in the data active = activation above about 47%;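 also: 0% = vehicle wells and 100% = reference agonist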
Target sequence (P35869 whole entry, looked up): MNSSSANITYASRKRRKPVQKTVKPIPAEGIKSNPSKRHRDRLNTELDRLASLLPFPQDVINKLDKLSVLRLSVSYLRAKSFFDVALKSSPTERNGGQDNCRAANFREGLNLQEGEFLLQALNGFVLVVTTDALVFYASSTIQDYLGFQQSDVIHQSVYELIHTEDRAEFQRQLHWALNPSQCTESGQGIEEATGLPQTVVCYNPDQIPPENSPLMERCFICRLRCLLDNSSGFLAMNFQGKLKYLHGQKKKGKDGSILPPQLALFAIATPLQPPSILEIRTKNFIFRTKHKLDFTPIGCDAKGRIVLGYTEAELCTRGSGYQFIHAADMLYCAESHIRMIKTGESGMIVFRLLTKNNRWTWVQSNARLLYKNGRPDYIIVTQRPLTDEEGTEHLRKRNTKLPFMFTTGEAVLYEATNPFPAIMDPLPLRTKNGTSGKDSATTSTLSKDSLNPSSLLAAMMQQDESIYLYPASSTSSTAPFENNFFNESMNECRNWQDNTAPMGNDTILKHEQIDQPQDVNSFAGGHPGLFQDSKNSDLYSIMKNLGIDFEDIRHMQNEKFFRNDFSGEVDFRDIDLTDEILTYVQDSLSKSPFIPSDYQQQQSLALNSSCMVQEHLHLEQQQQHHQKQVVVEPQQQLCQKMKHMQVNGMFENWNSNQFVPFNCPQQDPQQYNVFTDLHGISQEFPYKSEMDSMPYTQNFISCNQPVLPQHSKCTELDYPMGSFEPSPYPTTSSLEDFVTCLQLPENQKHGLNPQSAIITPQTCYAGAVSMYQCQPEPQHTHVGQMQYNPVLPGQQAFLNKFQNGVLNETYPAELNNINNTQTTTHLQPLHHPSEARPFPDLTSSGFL
procasp7 counter = procaspase-7 activators, primary screen, counter-screen for procaspase-3 activator project, biochemical, absorbance, HTS, human; recombinant procaspase-7, Ac-DEVD-pNA absorbance 405 nm; D23A/D198A/D206A triple mutant, cannot self-cleave; scale: DMSO 0, 5 µM enzyme 100; activation, % at 8.5 µM; 330,000 tested, 0.093% active; AID 463210, 2010;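 active = percent activation above the screen-wide mean plus 3 SD, cut at about 25% in these data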
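signal = Epi-absorbance of released pNA at 405 nm, two timepoints | assay system = Uncleavable procaspase-7 mutant enzyme | reagent = Ac-DEVD-pNA substrate, 400 µM as added | times = 1 h enzyme–compound preincubation and 2 h substrate reaction, both 25 °C | benchmarks = low DMSO alone, high DMSO plus 5 µM PC-7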
LAP4 TOR yeast = modulators of LAP4-GFP expression in yeast, primary screen, S. cerevisiae, multiplex flow cytometry, MLPCN library; GFP response vs DMSO, % at 10 µM; 320,000 tested, 0.34% active; 3 h; median GFP as percent of DMSO wells; AID 2023, 2009;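 active = GFP response vs DMSO above a set limit, about the screen mean plus 3 SD, cut at about 150% in these data; inconclusive = under 70 cell events counted for the yeast strain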
MEP2 TOR yeast = modulators of MEP2-GFP levels in yeast, primary screen, S. cerevisiae, multiplex flow cytometry, MLPCN library; S. cerevisiae MEP2-GFP strain, 3 h; 100% = DMSO control level; GFP response vs DMSO, % at 10 µM; 330,000 tested, 0.51% active; AID 2016, 2009;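 active = GFP response versus DMSO above a set limit, roughly screen mean plus 3 SD, cut at about 180% in these data; inconclusive = fewer than 70 cells counted for a yeast strain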;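 also: median GFP fluorescence of the barcode-gated MEP2-GFP cells per well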
An asterisk follows results filed as active; ? = inconclusive; / = not tested or not shown; [ ] = remark or other dose.

SMILES	AGP1-GFP MLPCN	RPL19A TOR yeast	CIT2-GFP yeast	proCasp3 act	AHR act	procasp7 counter	LAP4 TOR yeast	MEP2 TOR yeast
N=C1/C(=C\c2ccc(OC(=O)c3ccco3)cc2)C(=O)N=C2SC(N3CCCCC3)=NN12	107.0	99.6	111.2	-7.4	1.9	-0.6	115.3	97.9
COc1ccc(S(=O)(=O)NCc2ccc3c(c2)OCO3)cc1C	97.3	94.3	97.7	7.8	-1.5	-6.3	92.1	104.3
O=C(Cc1ccccc1)N/N=C/c1cc(Br)cc(Br)c1O	99.1	105.7	105.0	2.9	1.8	20.1	88.4	101.7
CC1(c2ccccc2)NC(=O)N(CC(=O)Nc2cccc(/C=C/c3ccccn3)c2)C1=O (stereo unspecified)	103.4	96.2	92.4	-10.3	21.1	7.5	106.0	105.5
O=C(Cn1ncn2c(cc3ccccc32)c1=O)NCCc1cccs1	105.5	106.1	104.3	-0.2	8.0	4.3	100.2	101.1
COc1ccc(COc2ncnc3ccc(Br)cc23)cc1F	90.6	94.2	85.5	10.2	6.7	-1.4	94.8	101.1
CCc1ccc(OCC(=O)O/N=C(\N)Cc2ccc([N+](=O)[O-])cc2)cc1	96.6	105.4	98.1	2.5	4.4	3.5	96.6	96.2
O=C(NCc1ccccc1)/C(=C/c1ccco1)NC(=O)c1ccco1	101.3	95.9	103.5	-0.5	0.4	1.0	95.9	94.4
CCOC(=O)C(NC(=O)c1ccccc1)(Nc1nnc(C)s1)C(F)(F)F (stereo unspecified)	103.7	97.8	96.5	-3.4	0.7	1.7	100.3	97.5
CN(CC(=O)Nc1ccc(Cl)c(C(F)(F)F)c1)C(=O)Cc1cccs1	101.2	106.2	95.6	-10.2	4.4	-7.5	101.0	106.7
O=C(CCSc1ccccc1)N1CCN(c2ccccc2)CC1	94.9	93.1	88.0	3.6	3.1	-9.4	105.9	97.2
COc1ccc(CCNC(=O)/C(C#N)=C/c2cccc(OCc3ccccc3)c2)cc1OC	93.6	102.2	84.1	-3.5	-1.9	-0.1	87.8	87.3
Nc1nc(SCC(=O)NCC2CCCO2)[nH]c(=O)c1NC(=O)c1ccco1 (stereo unspecified)	100.5	97.9	99.5	2.8	-0.3	-4.2	110.8	103.6
COc1ccc(CCN(C)C2CCCN(S(C)(=O)=O)C2)cc1OC (stereo unspecified)	103.6	101.7	102.1	10.3	-0.9	4.5	101.2	107.4
O=C(CN(Cc1ccco1)C(=O)c1ccc(N2CCCC2=O)cc1)Nc1ccccc1C(F)(F)F	103.4	95.3	96.1	2.6	3.3	1.5	102.5	95.7
CCc1nnc(NC(=O)Nc2ccc(Cl)cc2)s1	95.2	94.5	93.4	-2.5	28.7	9.3	109.3	94.0
S=c1nc(Cc2ccc(Cl)cc2)[nH]c2ccccc12	/	89.9	98.6	-0.5	1.0	-1.4	99.8	100.1
COc1ccccc1N1C(=O)C2C(c3ccc(F)cc3)NN(C(=O)c3ccc(C)cc3)C2C1=O (stereo unspecified)	104.6	98.2	97.8	-5.2	0.1	2.3	108.6	96.0
CCOC(=O)C1CCN(S(=O)(=O)c2ccc(OC)c(Cl)c2Cl)CC1	94.2	96.5	89.3	6.7	-1.0	-2.9	101.8	93.8
Cn1c(CCC(=O)OCC(=O)NCC(F)(F)F)nc(=O)c2ccccc21	?	18.8*[may fluoresce violet]	?	3.3	-0.3	7.9	110.8[may fluoresce violet]	188.6*[may fluoresce violet]

Record cards, from the list above. Order of screens: AGP1-GFP MLPCN, RPL19A TOR yeast, CIT2-GFP yeast, proCasp3 act, AHR act, procasp7 counter, LAP4 TOR yeast, MEP2 TOR yeast
COc1ccc(CCN(C)C2CCCN(S(C)(=O)=O)C2)cc1OC (stereo unspecified) in the list: 103.6, 101.7, 102.1, 10.3, -0.9, 4.5, 101.2, 107.4
S=c1nc(Cc2ccc(Cl)cc2)[nH]c2ccccc12 in the list: /, 89.9, 98.6, -0.5, 1.0, -1.4, 99.8, 100.1
CCOC(=O)C1CCN(S(=O)(=O)c2ccc(OC)c(Cl)c2Cl)CC1 in the list: 94.2, 96.5, 89.3, 6.7, -1.0, -2.9, 101.8, 93.8

Carrying on:
SMILES	AGP1-GFP MLPCN	RPL19A TOR yeast	CIT2-GFP yeast	proCasp3 act	AHR act	procasp7 counter	LAP4 TOR yeast	MEP2 TOR yeast
O=C(Nc1ccc(Cl)cc1)C1c2cccc[n+]2CC(=O)N1Cc1ccc2c(c1)OCO2 (stereo unspecified)	98.9	102.7	100.3	3.9	41.8	9.9	91.0	103.8
Cc1ccc(SCC(=O)O/N=C(\N)c2cccc([N+](=O)[O-])c2)cc1	104.7	101.7	106.8	-6.6	5.0	19.5	108.4	108.3
CC(C)(C)NC(=O)CSc1ncnc2c1nnn2Cc1ccccc1Cl	98.3	96.2	96.4	12.7	-1.8	7.6	/	90.9
CCCc1nnc(NC(=O)C2CC(=O)N(C3CCCC3)C2)s1 (stereo unspecified)	106.5	106.9	100.2	5.7	-1.4	-1.8	99.8	104.2
CCCC(O)(c1ccc(Cl)cc1)C(CN1CCOCC1)c1ccc(Cl)cc1 (stereo unspecified)	94.1	101.7	94.9	4.9	-0.3	10.1	96.2	111.5
CN(C)c1ccc(/C=N/NC(=O)C2CC2c2ccccc2)cc1 (stereo unspecified)	92.5	98.7	99.8	4.7	22.5	-2.3	91.8	102.6
O=C(NN1C(=O)C2C3C=CC(O3)C2C1=O)c1ccccc1 (stereo unspecified)	97.8	96.4	105.7	-19.6	0.7	-23.3	101.5	107.0
Cn1c(=O)c2c(nc(N3CCOCC3)n2C)n(C)c1=O	106.0	102.3	109.9	10.5	3.9	10.9	100.9	101.7
Cc1cccc(-c2nc3ccccc3c3nncn23)c1	90.1	92.2	95.0	0.7	21.6	-3.4	86.5	98.8
O=C(/C=C/Nc1ccc(Oc2ccccc2)cc1)c1ccco1	108.5	92.5	81.5	-12.5	14.7	3.9	123.7	92.8
Nc1nnc(SCC(=O)NC2CCCCC2)n1-c1ccccc1	95.7	97.2	95.2	1.9	-0.7	0.0	95.9	98.8
CC(C)Oc1cccc(C(=O)C2CCCN(S(=O)(=O)C(C)C)C2)c1 (stereo unspecified)	98.4	102.8	101.2	8.0	6.9	5.2	101.5	103.0
CCN(CCO)c1ccc(N=Nc2cc(C)[nH]n2)cc1	103.2	88.0	95.5	1.6	-8.0	-7.7	97.2	88.2
COc1cccc2c1Oc1ncccc1N(C(=O)CCC(=O)NCc1cccc(C)c1)C2	15.2	38.1*	102.7	5.1	0.1	10.6	88.9	147.8
COc1ccccc1CNC(=O)CCc1nc2ccccc2c(=O)[nH]1	93.0	93.3	94.7	-2.3	6.5	-4.3	89.5	94.3
Cc1cc(C)n2c(SCC(=O)Nc3ccccc3)nnc2n1	99.0	97.9	102.4	-1.0	10.7	8.0	99.2	119.2
CC1CCCCN1C(=O)c1cc2nc(-c3ccccc3)cc(-c3ccccc3)n2n1 (stereo unspecified)	99.9	97.6	104.9	8.0	9.7	6.5	112.1	95.6
COc1ccc(C(=O)O)cc1NCc1cccnc1	94.0	100.3	98.7	-2.7	1.7	-6.2	88.5	102.8
COc1ccc(CCNC(=O)CCn2c(SCC#N)nc3ccccc3c2=O)cc1OC	104.2	101.2	101.1	0.9	0.6	3.8	100.4	113.9
COc1ccc(C(=O)N/C(=C\c2cn(S(=O)(=O)N(C)C)c3ccccc23)C(=O)N2CCOCC2)cc1	98.6	98.0	100.8	-2.6	-0.1	1.4	93.3	101.1
COc1ccc(NC(=O)c2sc3nc(C)nc(N4CCN(c5ccccn5)CC4)c3c2C)cc1Cl	96.6	99.2	101.6	-3.9	-0.6	-2.1	105.8	110.6
Cc1cc(C)c2c(=O)[nH]c(SCC(=O)Nc3ccc(N(C)C)cc3)nc2n1	107.0	102.8	103.2	-9.5	4.1	0.9	106.0	107.7
CC(C)CCN(C(=O)CCSc1ccc(F)cc1)c1c(N)n(Cc2ccccc2)c(=O)[nH]c1=O	103.3	94.9	95.3	8.6	-1.9	9.0	103.1	101.0
CC(C)OCCCNC(=O)CN1C(=O)/C(=C/c2ccccc2)Sc2ccccc21	79.0	113.4	104.2	-3.8	5.9	-7.3	79.5	87.4
O=C(NNC(=O)C1CC2CCC1C2)c1sc2ccccc2c1Cl (stereo unspecified)	85.3	98.4	93.5	-3.0	4.2	14.4	90.4	81.7
CCOC(=O)N1CCN(CCc2ccccc2)CC1	104.0	103.4	99.9	-1.3	1.0	4.3	98.5	109.8
COc1ccc(CCNCC(O)Cn2ccc3ccccc32)cc1OC (stereo unspecified)	99.9	100.4	89.4	-7.0	2.9	0.6	104.6	99.8
CC(=O)Cc1c(C(=O)O)c(C)nn1-c1ccccc1	101.3	106.2	97.2	0.8	-3.0	-5.2	102.3	104.5
O=C(NNC(=S)Nc1ccc(Cl)cc1Cl)c1ccncc1	99.5	101.3	95.9	-3.1	16.8	-23.6	98.9	101.4
COCCN1Cc2cccc(C(=O)Nc3cccc(C)c3C)c2C1=O	95.6	97.8	101.7	-4.6	3.3	-6.0	88.2	101.2
Cc1nc(N)sc1C(=O)N/N=C/c1ccccc1[N+](=O)[O-]	101.4	98.8	85.5	11.1	57.5*	0.5	102.9	96.9
O=C(Nc1ccon1)c1cccc(S(=O)(=O)N2CCCC2)c1	101.5	96.2	97.3	3.6	-0.6	-1.5	101.8	103.3
CCCN1C(=O)C(NC(C)=O)c2cc(OC)ccc21 (stereo unspecified)	102.2	98.5	104.2	-8.9	0.2	-2.0	103.7	106.9
Cn1ccsc1=NC(=O)c1cc(S(=O)(=O)N2CCOCC2)ccc1Cl	101.7	101.2	99.1	3.9	7.9	0.2	102.1	97.9
CCCOC(=S)Nc1ccccc1	100.1	93.3	94.9	0.8	0.7	3.6	125.1	96.7
CC(C)c1ccc(C2c3[nH]c4ccccc4c3C[C@H]3C(=O)N(c4ccccc4C(=O)N4CCC[C@@H]4C(=O)O)C(=O)N23)cc1 (stereo partly specified)	96.2	92.9	94.4	11.5	8.3	-1.8	99.7	101.8
CCOc1c(Cl)cc(CNCc2ccncc2)cc1OC	103.0	101.1	103.6	-3.8	7.8	13.5	103.1	105.1
CC(=O)NC(CCS(C)(=O)=O)C(=O)Nc1cc(Cl)ccc1Cl (stereo unspecified)	98.7	95.3	91.2	3.1	-0.5	3.9	102.2	94.7
CCc1ccc(Nc2nnc(SC(C)C(=O)NC3CC3)s2)cc1 (stereo unspecified)	99.6	93.5	102.0	4.4	11.4	0.1	96.2	94.5
COc1ccc(-c2nc3ccccc3c(=O)n2CCOc2ccc(C)cc2C)cc1	98.6	106.5	102.2	-2.7	4.5	6.4	93.0	100.3
